CHOP inhibitor: inhibitors of CHOP induction in ER stress response; CHO-K1 CHOP-promoter luciferase, tunicamycin-induced, 15-18 h; inhibition, % at 10 µM; 220,000 tested, 3.8% active; AID 2732;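 active = compounds that reduced the stress-induced luciferase reporter signal by more than about 70% of percent inhibition, limit read from the data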;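 note: 0% = tunicamycin plus vehicle and 100% = wells without tunicamycin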
EP2 modulator: EP2 receptor (human) modulation | P43116 | EP2-expressing cells, cAMP HTRF FRET, PGE2 co-stimulation | induction, % at 25 µM | 260,000 tested, 0.83% active;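 active = compounds whose cAMP rise, as percent of the full-agonist control response, exceeds 60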;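 note: rat C6 glioma line stably carrying human EP2 under a CMV promoter; the protocol text gives 20 µM as final concentration; 100% = response of wells given 1 µM PGE2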
Target sequence (P43116 whole entry, looked up): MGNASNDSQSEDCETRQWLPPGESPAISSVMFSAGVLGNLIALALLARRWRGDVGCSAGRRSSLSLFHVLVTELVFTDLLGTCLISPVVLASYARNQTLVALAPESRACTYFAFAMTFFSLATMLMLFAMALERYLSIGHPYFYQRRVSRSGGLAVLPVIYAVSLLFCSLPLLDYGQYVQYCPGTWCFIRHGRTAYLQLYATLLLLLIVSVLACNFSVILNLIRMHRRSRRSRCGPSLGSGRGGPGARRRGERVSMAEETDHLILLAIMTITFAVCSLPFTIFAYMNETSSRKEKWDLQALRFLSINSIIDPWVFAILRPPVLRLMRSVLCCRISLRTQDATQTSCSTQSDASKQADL
* marks the source's active call; other numbers are inactive results; & = joins results of further samples.

Values run as follows: CHOP inhibitor	EP2 modulator
COc1ccc(C2CC(=O)Oc3c(C(CCN4CCCCC4)c4ccc(N(C)C)cc4)c(OC)cc(OC)c32)cc1 (stereo unspecified)
    2	5
CC(=O)O[C@@H]1[C@H]2[C@@H](C[C@@H](C)[C@@H]3CCC(=O)[C@@]13C)OC(=O)[C@@H]2C
    -8	21
FC(F)(F)c1ccc(C2[C@H]3CN(Cc4cccnc4)[C@H](c4ccccc4)C34CC2(c2ccccc2)C4)cc1 (stereo partly specified)
    -17	23
Cc1csc2nc3cc(C(N)=O)ccc3c(=O)n12
    -19	1
O=c1cc(-c2cccc(Cl)c2)oc2cccc(O)c12
    -3	-6
Cn1cnnc1SCC(=O)Nc1ccccc1Sc1ccccc1
    7	33
COC(=O)c1ccc(C23CC4(C2)[C@H](CN(C)[C@@H]4c2ccccc2)C3c2ccccc2)cc1 (stereo partly specified)
    13	15
Cc1ccccc1CNc1ncnc2c1ncn2C1OC(CO)C(O)C1O (stereo unspecified)
    6	36
CC(=O)NCCc1c[nH]c2ccc(O)cc12
    -3	-16&7
OCC1O[C@H](O)C(Cl)C(O)C1O (stereo partly specified)
    3	-7
CCCN1CCC(=O)N([C@H](CSc2ccc(C)cc2)c2ccccc2)CC1
    4	9
CC(C)CCn1c(NCCc2ccccc2)nc2c1c(=O)n(C)c(=O)n2C
    10	42
Cc1ccc(-c2ccc([C@H]3[C@@H]4C=CCC[C@@]4(C)C(=O)N3Cc3ccccc3)c(F)c2)cc1
    -13	13
CC1(OC(=O)c2ccc(Cl)nc2)C(=O)C=C2C=C3CCCN3C=C2C1=O (stereo unspecified)
    -7	7
C=CCN1c2ccccc2[C@]23C[C@@H](C(=O)OC)N(C(=O)c4ccco4)C2=NC(C(=O)OC)=C(C(=O)OC)[C@H]13
    41	9
COc1ccc(C2=CC3=C(Br)C(=O)C(C)(OC(=O)c4ccc(Cl)nc4)C(=O)C3=CO2)cc1 (stereo unspecified)
    -19	-11
O=C(NCc1ccco1)C1CC(c2ccccc2C(F)(F)F)=NO1 (stereo unspecified)
    15	1
COc1cc2[nH]c3ccccc3c2cc1C
    10	10
O=S1(=O)NC[C@]23C[C@H](c4ccc(F)cc4)[C@@H](C[C@@H]21)O3
    3	13
COc1cc(-c2cc(=O)c3c(O)c(OC)c(OC)c(OC)c3o2)cc(OC)c1OC
    30	28&22
COCCNC(=O)c1c(CSc2ccccc2)noc1C(=O)NCc1ccccc1
    21	4
CC(C)C[C@H](N)CSSC[C@@H](N)CC(C)C
    5	-36
COC(=O)c1ccccc1NC(=O)c1noc2c1CCC2
    6	17
O=C(c1ccc(OCCN2CCCCC2)cc1)c1c(-c2ccc(O)cc2)sc2cc(O)ccc12
    -13	-22
COC(=O)[C@]12C(=O)C(C)=C(O)[C@@]1(C)C(C)=CC1[C@@]34CC[C@@H](OC(C)=O)C(C)(C)C3C(C[C@]12C)OC4=O (stereo partly specified)
    -6	20
CCC1=C(OC(=O)N(CC)CC)N2C(=O)OC(=NCCOC)[C@]2(Cc2ccccc2)[C@H]2C1=CC[C@H]1C(=O)N(C)C(=O)[C@H]12
    -15	-1
CC(C)[C@H]1C=C(C(=O)O)O[C@@H](OCCCCO)C1
    19	-6
COc1cc(O)c(C(CCN2CCN(c3ccccc3)CC2)c2ccc(N(C)C)cc2)c(OC)c1 (stereo unspecified)
    -15	1
OC[C@H]1O[C@@H](n2cnc3c(NCCc4ccccc4)ncnc32)C(O)[C@H]1O (stereo partly specified)
    -2	9
COc1ccc(NC(=O)c2nc[nH]c2C(=O)NCC(=O)OC(C)(C)C)cc1
    -10	-7

3 entries from above, ordered by the value under EP2 modulator, ascending:
Values run as follows: CHOP inhibitor	EP2 modulator
CCC1=C(OC(=O)N(CC)CC)N2C(=O)OC(=NCCOC)[C@]2(Cc2ccccc2)[C@H]2C1=CC[C@H]1C(=O)N(C)C(=O)[C@H]12
    -15	-1
COC(=O)c1ccccc1NC(=O)c1noc2c1CCC2
    6	17
CC(=O)O[C@@H]1[C@H]2[C@@H](C[C@@H](C)[C@@H]3CCC(=O)[C@@]13C)OC(=O)[C@@H]2C
    -8	21

New compounds follow:
Values run as follows: CHOP inhibitor	EP2 modulator
CN(C)C(=O)/N=N/C(=O)N(C)C
    -12	-8
COc1cc(O)c(C(CC(=O)N2CCOCC2)c2cc(OC)c(OC)c(OC)c2)c(OC)c1 (stereo unspecified)
    -7	10
O=C1C=C(O)c2cccc(O)c2C1=O
    -11	21
CCCCC1=CC2=C(c3ccco3)C(=O)C(C)(OC(=O)c3ccc(OC)cc3)C(=O)C2=CN1CC(C)C (stereo unspecified)
    79*	8
Nc1nc2c(nc(Br)n2C2OC3COP(=O)(O)O[C@@H]3C2O)c(=O)[nH]1 (stereo partly specified)
    19	11
CC(C)C[C@H](NC(=O)c1[nH]cnc1C(=O)N[C@@H](Cc1ccccc1)C(=O)OC(C)(C)C)C(=O)OC(C)(C)C
    48	21
O=C1NC[C@H](c2ccccc2)N(CCc2cccc3ccccc23)C1=O
    11	-18
COc1cc(-c2cc(=O)c3c(O)c(OC)c(OC)cc3o2)cc(OC)c1O
    -4	-5
CC1(c2nnc(-c3ccc(Cl)cc3)o2)CC(c2ccncc2)=NO1 (stereo unspecified)
    0	-20
C[C@@H](NCCc1ccc(O)cc1)[C@@H](O)c1ccc(O)cc1
    -7	17
O=C(O)CCC(=O)N1CCCC1C(=O)O (stereo unspecified)
    -19	4
CCC(=O)N1CC2(CC(c3cccc(NC(=O)COc4ccc(Cl)cc4)c3)=NO2)C[C@@H]1C(N)=O (stereo partly specified)
    3	-21
C=C1CCN([C@H](C(=O)NCc2ccc(OC)cc2)C(C)C)S(=O)(=O)c2ccccc21
    4	6
C=CC(COCc1ccccc1)N(Cc1ccc(OC)cc1)S(=O)(=O)c1ccccc1Br (stereo unspecified)
    14	37
O=S(=O)(c1cccc2c(I)cccc12)N1CCCNCC1
    2	-25
O=C(O)CC1c2ccccc2S(=O)(=O)N1Cc1ccccc1 (stereo unspecified)
    -7	28
CN1CCc2cc(O)c(O)cc2C(c2ccccc2)C1 (stereo unspecified)
    -12	19
COc1ccc(NC(=O)c2nc[nH]c2C(=O)N[C@@H](C)C(=O)OC(C)(C)C)cc1
    25	7
COC(C[C@H]1O[C@H]1[C@@H](O)[C@@H](C)OCc1ccccc1)OC
    -1	-9
COc1ccc(NC(=O)c2nc[nH]c2C(=O)N2CCN(C(=O)OC(C)(C)C)CC2)cc1
    -4	17
CC(C)CN1CCC(=O)N(CCSc2ccc(Br)cc2)CC1
    6	0
CC(C)C[C@H](NC(=O)c1[nH]cnc1C(=O)Nc1ccc(Cl)cc1)C(=O)OC(C)(C)C
    30	42
O=C1c2cc(Cl)ccc2OC2(CCNCC2)C12CC(c1ccccc1)=NO2 (stereo unspecified)
    -17	-17
CCCCC1=CC2=C(c3ccco3)C(=O)C(C)(OC(=O)c3ccc(OC)cc3)C(=O)C2=CN1CCCCO (stereo unspecified)
    12	-5
O=c1[nH]c2cc(Cl)ccc2c(O)c1-c1ccc(Oc2ccccc2)cc1
    13	10
O=C1c2cc(Cl)ccc2OC2(CCNCC2)C12CC(c1ccc(Cl)cc1)=NO2 (stereo unspecified)
    26	-2
O=C(Nc1cccc(C(=O)Nc2ccc(S(=O)(=O)O)c3cc(S(=O)(=O)O)cc(S(=O)(=O)O)c23)c1)Nc1cccc(C(=O)Nc2ccc(S(=O)(=O)O)c3cc(S(=O)(=O)O)cc(S(=O)(=O)O)c23)c1
    -21	19
C=C1[C@@H](C)C2[C@H](Cc3ccccc3)NC(=O)[C@]23OC(=O)CC[C@H](O)CCC[C@H](C)C/C=C/[C@H]3[C@@H]1O (stereo partly specified)
    -21	-13
C=C(C)[C@@H]1CC[C@]2(C(=O)O)CC[C@]3(C)[C@H](CC[C@@H]4[C@@]5(C)CC[C@H](O)C(C)(C)[C@@H]5CC[C@]43C)[C@@H]12
    103*	-17
Cn1c(=O)c2[nH]c(-c3ccc(S(=O)(=O)O)cc3)nc2n(C)c1=O
    -47	39

More compounds follow.
Values run as follows: CHOP inhibitor	EP2 modulator
Nc1nc2[nH]c(=O)cnc2c(=O)[nH]1
    -32	9
O=C1CCC(=O)N(O)CCCCCNC(=O)CCC(=O)N(O)CCCCNC(=O)CCC(=O)N(O)CCCCCN1
    0	9
CCCCCCN(C(=O)CCCCCN1C(=O)NC(c2ccc(-c3ccccc3)cc2)C(C(=O)OCc2ccccc2)=C1C)C(C(=O)NCCCC)c1ccc(-c2ccccc2)cc1 (stereo unspecified)
    17	11
NC(=O)[C@H]1CC2(CC(c3cccc(NC(=O)COc4ccc(Cl)cc4)c3)=NO2)CN1C(=O)CC(c1ccccc1)c1ccccc1 (stereo partly specified)
    15	-9
NC(=O)c1ccc2c(=O)n3c(-c4cc(Cl)c(N)c(Cl)c4)csc3nc2c1
    88*	-18
CC(C)[C@H](CO)Nc1nc(Nc2ccc(Cl)c(C(=O)O)c2)c2ncn(C(C)C)c2n1
    19	2
O=C(NC1CC1)C1=C[C@@H](c2coc3ccccc3c2=O)C[C@@H](OCCCCO)O1
    -23	-2
O=C(Nc1cccc(-c2csc(Nc3ccccc3)n2)c1)c1ccccc1
    41	-14
C#CCOCCOCCOCCNc1nc(N2CCN(C(=O)[C@H](CCCCN)n3cc(C(N)COC(=O)C(F)(F)F)nn3)CC2)nc(N2CCN(C(=O)[C@H](CCCCN)n3cc(C(N)CC(C)C)nn3)CC2)n1 (stereo partly specified)
    10	39
CCCCCCNC(=O)N[C@H](C(=O)NCCC[C@H]1CN2C(=NC[C@H]2C)N1CCC(c1ccccc1)c1ccccc1)C(C)O (stereo partly specified)
    -48	-2
O=C(c1ccc2c(c1)OCO2)N1CCC2(CC1)Oc1ccc(F)cc1C(=O)C21CC(c2ccccc2)=NO1 (stereo unspecified)
    17	21
NC(=O)CC(NC(=O)c1ccc(Br)cc1)c1ccc(N2CCC(Br)CC2)c([N+](=O)[O-])c1 (stereo unspecified)
    31	-12
Cc1cc(NC(=O)Nc2ccc3c(ccn3C)c2)sn1
    5	-15
CC#CCN1c2ccccc2[C@]23C[C@@H](C(=O)OC)N=C2NC(C(=O)OC)=C(C(=O)OC)[C@H]13
    -25	11
COC(=O)[C@H]1[C@H]2C[C@@H]3c4[nH]c5cc(OC)ccc5c4CCN3C[C@H]2C[C@@H](OC(=O)c2cc(OC)c(OC)c(OC)c2)[C@@H]1OC
    -4	-24&1
COCCNC(=O)c1ccc2c3n(nc2c1)-c1ccccc1CO3
    -21	9
CCC1=C(OC(=O)N(CC)CC)N2C(=O)OC(=NCC(=O)OC)[C@]2(C)[C@H]2C1=CC[C@H]1C(=O)N(CC(=O)OC)C(=O)[C@H]12
    -11	-3
Cc1ccc(-n2ncc3c(N4CCCC(C)C4)ncnc32)c(C)c1 (stereo unspecified)
    16	3
O=C(CCn1c(=O)sc2ccccc21)NCCC1=CCCCC1
    16	-7
CCCCCCSc1cc(C)nc2ncnn12
    37	4
COc1cc2c(c(O)c1OC)-c1c(cc(OC)c(OC)c1OC)C[C@@H](C)[C@@H](C)C2
    22	34
NC(=O)CC(NC(=O)Cc1ccc(Br)cc1)c1ccc(NCc2ccc(F)cc2)c([N+](=O)[O-])c1 (stereo unspecified)
    93*	-4
Cc1ccc(C(=O)N2CCC3(CC2)Oc2ccc(Cl)cc2C(=O)C32CC(c3cccnc3)=NO2)s1 (stereo unspecified)
    14	1
C=C(CO)C1Cc2cc(C(C)=O)ccc2O1 (stereo unspecified)
    4	2
CC(=O)Nc1cccc(NC(=O)CSc2nn3c(=O)c(C)nnc3s2)c1
    8	19
O=C(NC1CC1)C1=C[C@@H](c2csc3ccccc23)C[C@@H](OCCCCO)O1
    -10	-14
CCCn1c(=O)c2[nH]c(-c3ccc(OCC(=O)NCCN)cc3)nc2n(CCC)c1=O
    7	-15
N[C@H](CCC(=O)NCS(=O)(=O)O)C(=O)O
    2	4
C[C@H](NC(=O)c1nc[nH]c1C(=O)N[C@@H](CCCCNC(=O)OC(C)(C)C)C(=O)OC(C)(C)C)C(=O)OC(C)(C)C
    35	4
CCCCCCCCCCCCCCCC(=O)NCC(COP(=O)([O-])OCC[N+](C)(C)C)OCC (stereo unspecified)
    11	-39

Remaining list, next part.
Values run as follows: CHOP inhibitor	EP2 modulator
CCCC(=O)NCCc1c2n(c3ccc(OC)cc13)CCCc1ccccc1-2
    -2	26
NC(N)=NC(=O)c1nc(Cl)c(N2CCCCCC2)nc1N
    16	40&14
CCCCOC(=O)/C=C\C(=O)OCCCC
    -16	23
COc1ccc(C2/C=C\CN(C(=O)c3ccc(C)cc3)CC(=O)N2Cc2ccc(F)cc2)cc1 (stereo unspecified)
    22	20
Cc1cc2ccccc2n1CCNC(=O)C(C)(C)C
    13	-18
CCCCN1C(=S)NC[C@@H]1Cc1cccc2ccccc12
    27	39
N#CC1=C(N)OC2=C(C(=O)CCC2)C12CCN(C(=O)OCc1ccccc1)CC2
    44	-8
COc1ccc(C(CC(=O)N2CCCC(C)C2)c2c(OC)cc(OC)c3c(-c4ccccc4)cc(=O)oc23)cc1 (stereo unspecified)
    -10	20
COc1cccc(-c2nnc(NC(=O)c3ccccc3Br)o2)c1
    -10	15
Cc1cc(C)cc(SCc2noc(C(=O)NCCCN3CCOCC3)c2C(=O)NCCCN2CCOCC2)c1
    -21	-15
O=C1C2C(c3ccccc3)CC=CC2[C@H](c2ccc(C(F)(F)F)cc2)N1Cc1ccccc1 (stereo partly specified)
    45	12

Reprinted at random: 2 records from the list
Values run as follows: CHOP inhibitor	EP2 modulator
COc1ccc(NC(=O)c2nc[nH]c2C(=O)N[C@@H](C)C(=O)OC(C)(C)C)cc1
    25	7
COc1cc(O)c(C(CCN2CCN(c3ccccc3)CC2)c2ccc(N(C)C)cc2)c(OC)c1 (stereo unspecified)
    -15	1

From PubChem

An excerpt; the hit share may differ from the screen's.
